DRD3 agonist – activates the human D3 dopamine receptor. D3R DiscoveRx beta-arrestin cells, luminescence, 90 min. 410,000 compounds, 0.58% hits. max activation, %. AID 652048; in the data active means max activation above about 30%; further: 0% is about no effect; mostly tested at two doses, the higher about 12 µM
Target sequence (P35462 whole entry, looked up): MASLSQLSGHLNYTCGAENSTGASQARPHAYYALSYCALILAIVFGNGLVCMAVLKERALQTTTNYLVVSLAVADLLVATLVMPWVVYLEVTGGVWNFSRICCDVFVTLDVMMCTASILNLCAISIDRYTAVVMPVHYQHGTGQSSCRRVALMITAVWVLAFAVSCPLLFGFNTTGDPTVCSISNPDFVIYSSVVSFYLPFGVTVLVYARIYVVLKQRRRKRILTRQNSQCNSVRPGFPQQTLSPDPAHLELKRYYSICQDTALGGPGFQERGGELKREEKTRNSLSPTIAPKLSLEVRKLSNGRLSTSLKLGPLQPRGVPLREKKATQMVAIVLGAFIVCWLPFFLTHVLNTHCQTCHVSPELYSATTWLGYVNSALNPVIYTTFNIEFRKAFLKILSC
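Agonist-mode cell screen: cells plated at 1500/well and incubated overnight at 37 °C, then exposed to library compounds for 90 min at 37 °C. Detection reagent was added for 30–60 min at room temperature, and luminescence was read.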
PTHR1 ag – agonists of human PTHR1 parathyroid hormone receptor | Q03431 | Potency, µM (highest dose often 115 µM), for inactives: top-dose activation, actives largely listed as activators | 410,000 compounds, 0.075% hits | HEK293 GP2 PTHR1 cells, GloSensor cAMP luminescence, 1 h; active means well fitted activation curve with a large enough effect; further: potency means the concentration at half of the fitted maximal effect; nearly all actives have a fitted effect of over 55% in size; some results filed as inactive show a strong effect at the top dose; inactives centre near -15; many of its hits are not listed in these tables
Target sequence (Q03431 whole entry, looked up): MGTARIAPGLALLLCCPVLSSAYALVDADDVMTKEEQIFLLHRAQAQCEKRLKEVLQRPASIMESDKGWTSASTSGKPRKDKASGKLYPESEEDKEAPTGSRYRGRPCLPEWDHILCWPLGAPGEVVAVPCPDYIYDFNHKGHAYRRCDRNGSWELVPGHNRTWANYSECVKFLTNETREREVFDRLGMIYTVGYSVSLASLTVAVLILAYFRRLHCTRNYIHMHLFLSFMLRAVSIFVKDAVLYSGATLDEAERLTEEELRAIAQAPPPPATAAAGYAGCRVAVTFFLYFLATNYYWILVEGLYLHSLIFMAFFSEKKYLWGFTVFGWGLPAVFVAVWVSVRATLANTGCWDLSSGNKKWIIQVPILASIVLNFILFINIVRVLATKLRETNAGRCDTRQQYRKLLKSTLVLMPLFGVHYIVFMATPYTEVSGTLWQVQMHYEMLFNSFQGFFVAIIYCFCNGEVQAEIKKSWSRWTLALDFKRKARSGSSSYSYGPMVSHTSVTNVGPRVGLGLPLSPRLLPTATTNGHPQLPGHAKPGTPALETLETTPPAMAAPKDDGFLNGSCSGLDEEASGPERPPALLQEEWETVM
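HEK-293-derived GP2 cells expressing PTHR1 and a GloSensor cAMP reporter, 3,000/well, plated overnight, given luciferin plus IBMX (each 0.5 mM as added) for 1 h at 37 °C, then compound for 1 h at 37 °C. Luminescence was read after 15 min at room temperature.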
Starred values were filed as active, the others as inactive; [ ] = dose if it differs, or a comment.

Results for CCOC(=O)c1ccc(N2C(=O)c3[nH]nc(-c4ccc(C)cc4)c3C2c2cccs2)cc1 (stereo unspecified) ?
DRD3 agonist: 4; PTHR1 ag: -21%

What do the screens show for `COCc1oc2ccc(NS(=O)(=O)c3ccc(C)cc3)cc2c1C(=O)OC`?
DRD3 agonist: 9; PTHR1 ag: inactive

What do the screens show for `Cc1ccc(Nc2nnc(-c3ccc(C)c(S(=O)(=O)N4CCN(C)CC4)c3)c3ccccc23)cc1`?
DRD3 agonist: 3; PTHR1 ag: -3%

Results for Cc1ccc(-c2nc3c(c(SCC(=O)Nc4ccccc4Cl)n2)Cc2c(CO)cnc(C)c2O3)cc1 ?
DRD3 agonist: -6; PTHR1 ag: 16%

How did CC(=O)c1cccc(NC(=O)CSc2nc3c(c(=O)[nH]2)CCC3)c1 do in these assays?
DRD3 agonist: 2; PTHR1 ag: -8%

Results for Cc1ccc(-c2nnc(SCc3ccccc3)o2)cc1 ?
DRD3 agonist: -7; PTHR1 ag: -3%

What do the screens show for `CCCCC12CN3CC(C)(CN(C1)C3c1cc(Br)ccc1O)C2=O` (stereo unspecified)?
DRD3 agonist: 5; PTHR1 ag: inactive

How did Cc1ccc(-n2nnnc2CNC(=O)c2ccccc2F)cc1C do in these assays?
DRD3 agonist: 1; PTHR1 ag: -18%

What do the screens show for `CCOc1ccc(C(=O)N2CCN(Cc3cc(=O)n4nc(-c5cccc(OC)c5)sc4n3)CC2)cc1`?
DRD3 agonist: 6; PTHR1 ag: -17%

What do the screens show for `COc1cc(C2c3c(-c4ccccc4O)n[nH]c3C(=O)N2CCO)ccc1OCC(C)C` (stereo unspecified)?
DRD3 agonist: 7; PTHR1 ag: -24%

What do the screens show for `CCN(CC)C(=O)c1sc2c(c1C)c(=O)n(-c1ccccc1)c(=O)n2Cc1c(C)cc(C)cc1C`?
DRD3 agonist: 2; PTHR1 ag: -25%

Results for CCOC(=O)c1c(NC(=O)COc2cccc(C(F)(F)F)c2)sc2c1CCC(C)C2 (stereo unspecified) ?
DRD3 agonist: -7; PTHR1 ag: inactive

Results for Cc1cccc(/C=C(\C#N)c2nc3ccccc3c(=O)[nH]2)c1 ?
DRD3 agonist: 34*; PTHR1 ag: -14%

Results for Cc1nc(-c2ccc(S(=O)(=O)Nc3cc(Cl)ccc3C)cc2)co1 ?
DRD3 agonist: -1; PTHR1 ag: -6%

What do the screens show for `CCc1cccc(-n2nnc(-c3nsc(NC(=O)c4ccc(C)cc4)n3)c2C)c1`?
DRD3 agonist: -12; PTHR1 ag: -1%

Results for COc1ccc(CNC(=O)c2cc3c(=O)n(C)c4ccccc4c3n2C)c(OC)c1 ?
DRD3 agonist: 6; PTHR1 ag: -27%

Results for Cc1cccc(NC(=O)CCCn2c(C)c3cnn(-c4ccccc4)c(=O)c3c2C)c1C ?
DRD3 agonist: -6; PTHR1 ag: 0%

Results for CCOc1ccc(-n2c(SC(C)C(=O)OC)nc3c([nH]c4ccccc43)c2=O)cc1 (stereo unspecified) ?
DRD3 agonist: -9; PTHR1 ag: inactive

Results for CCN(CC)S(=O)(=O)c1ccc(NC(=O)c2ccc3c(=O)n4c(nc3c2)CCCCC4)cc1 ?
DRD3 agonist: 0; PTHR1 ag: -39%[inhibitor]

How did CCc1ccccc1Nc1nn2c(=O)c3ccc(C(=O)NCc4ccc(C)cc4)cc3nc2s1 do in these assays?
DRD3 agonist: -8; PTHR1 ag: -5%

How did COc1ccccc1CNC(=O)c1ccc2nc(-c3ccccc3)c(-c3ccccc3)nc2c1 do in these assays?
DRD3 agonist: 6; PTHR1 ag: inactive

How did CCN(c1ccccc1)S(=O)(=O)c1cc(-c2onc(C)c2C)ccc1OC do in these assays?
DRD3 agonist: 1; PTHR1 ag: -29%

What do the screens show for `CCOc1ccc(C(NC(=O)c2cc(OC)c(OC)c(OC)c2)c2cc(Cl)c3cccnc3c2O)cc1` (stereo unspecified)?
DRD3 agonist: -7; PTHR1 ag: inactive

How did O=C(CSc1cn(CCNC(=O)c2cccc(C(F)(F)F)c2)c2ccccc12)Nc1ccc2c(c1)OCCO2 do in these assays?
DRD3 agonist: 11; PTHR1 ag: -32%[inhibitor]

How did Cc1ccc(C2CC(=O)n3nc(-c4ccc(F)cc4)nc3S2)cc1 (stereo unspecified) do in these assays?
DRD3 agonist: -9; PTHR1 ag: inactive

What do the screens show for `CC(C)Oc1ccc(CNC(=O)C2COc3ccccc3C2)cc1` (stereo unspecified)?
DRD3 agonist: -1; PTHR1 ag: inactive

What do the screens show for `O=C(Nc1cccc(Br)c1)N1CCC(CN2CCCCCC2)CC1`?
DRD3 agonist: -5; PTHR1 ag: -17%

Results for Cc1cccc(-c2nc(CSCC(=O)NCCc3ccc(Cl)cc3)c(C)o2)c1 ?
DRD3 agonist: 1; PTHR1 ag: -33%[inhibitor]

How did COc1ccc(NC(=O)Cn2c(SCc3ccc(F)cc3)nc3cccnc32)c(OC)c1 do in these assays?
DRD3 agonist: 18; PTHR1 ag: -46%[inhibitor]

What do the screens show for `O=C(CCn1c(=O)c2cccn2c2cccnc21)N1CCN(c2ccccc2)CC1`?
DRD3 agonist: 4; PTHR1 ag: -19%

How did COc1ccc(-c2noc(-c3ccc(N4CCN(c5ccccc5)CC4)c([N+](=O)[O-])c3)n2)cc1OC do in these assays?
DRD3 agonist: 0; PTHR1 ag: inactive

What do the screens show for `Cc1ccccc1NC(=O)CSc1nc(-c2ccccc2C)nc2cc(=O)[nH]n12`?
DRD3 agonist: 0; PTHR1 ag: inactive

What do the screens show for `CCOCCc1nn2c(=O)cc(COC(=O)C(CC)c3ccccc3)nc2s1` (stereo unspecified)?
DRD3 agonist: 4; PTHR1 ag: -3%

What do the screens show for `Cc1nn2c(=O)cc(COC(=O)c3ccc(NC(=O)COc4ccc(C)c(C)c4)cc3)nc2s1`?
DRD3 agonist: -17; PTHR1 ag: -85%[inhibitor]

Results for Cc1ccc(C)c(S(=O)(=O)NCCc2csc(-c3ccc(Cl)cc3)n2)c1 ?
DRD3 agonist: -9; PTHR1 ag: -8%

How did CCOc1ccc(NC(=O)CSc2oc(-c3ccco3)nc2S(=O)(=O)c2ccc(Cl)cc2)cc1 do in these assays?
DRD3 agonist: -11; PTHR1 ag: -15%

What do the screens show for `CCOc1ccc(NC(=O)CC2C(=O)N(c3ccccc3)C(=O)N2Cc2ccc3c(c2)OCO3)cc1` (stereo unspecified)?
DRD3 agonist: 3; PTHR1 ag: inactive

What do the screens show for `Cc1noc(-c2ccccc2OCC(=O)Nc2cccc([N+](=O)[O-])c2)n1`?
DRD3 agonist: 1; PTHR1 ag: -18%

Results for CCN(CCCNC(=O)CN1N=C(c2ccc(OC)cc2)CCC1=O)c1cccc(C)c1 ?
DRD3 agonist: -13; PTHR1 ag: -20%

Results for COC(=O)c1cc(OC)c(OC)c(OC)c1NC(=O)c1cc(=O)n(C)c(=O)n1C ?
DRD3 agonist: -13; PTHR1 ag: 22%

What do the screens show for `Cc1ccccc1-c1nn2c(=O)cc(CN3CCN(C(=O)/C=C/c4ccccc4)CC3)nc2s1`?
DRD3 agonist: -10; PTHR1 ag: inactive

How did CC1(C)O[C@H]2[C@@H](O1)[C@@H](C(=O)Nc1ccccc1O)O[C@@H]1OC(C)(C)O[C@@H]12 do in these assays?
DRD3 agonist: -6; PTHR1 ag: -11%

How did Cc1ccccc1CNC(=O)CN(c1cccc(C)c1C)S(C)(=O)=O do in these assays?
DRD3 agonist: -27; PTHR1 ag: inactive

Results for COc1ccccc1NC(=O)c1nn(C)c2c1CS(=O)(=O)c1ccccc1-2 ?
DRD3 agonist: 5; PTHR1 ag: -10%

Results for CN1c2ccc(Cl)cc2-c2nc(SCC(=O)NCc3ccccc3)ncc2S1(=O)=O ?
DRD3 agonist: -14; PTHR1 ag: inactive

Results for O=C(Cc1ccccc1)Nc1sc2c(c1C(=O)Nc1ccc(Br)cc1)CCC2 ?
DRD3 agonist: -6; PTHR1 ag: inactive

Results for CCc1ccc(Nc2sc(C(=O)c3ccc(F)cc3)c(N)c2S(=O)(=O)c2ccccc2)cc1 ?
DRD3 agonist: 8; PTHR1 ag: inactive

Results for NC(=O)CSc1oc(-c2cccs2)nc1S(=O)(=O)c1ccc(Br)cc1 ?
DRD3 agonist: -3; PTHR1 ag: -5%

Results for CCN(CC)CCOC(=O)c1ccc(NC(=O)CSc2cc(=O)n(CC)c3ccccc23)cc1 ?
DRD3 agonist: 3; PTHR1 ag: inactive

What do the screens show for `Cc1oc2ncn(C)c(=O)c2c1C(=O)N1CCN(c2ccc(Cl)cc2)CC1`?
DRD3 agonist: 2; PTHR1 ag: inactive

What do the screens show for `Cc1cccc(-n2c(CNC(=O)c3cccc(F)c3)nnc2SCC(=O)Nc2ccccc2F)c1`?
DRD3 agonist: -7; PTHR1 ag: -4%

What do the screens show for `COC(=O)c1cc(NC(=O)c2cc3c(-c4ccccc4F)nn(C)c3s2)cc(C(=O)OC)c1`?
DRD3 agonist: 7; PTHR1 ag: inactive

What do the screens show for `CCOc1ccccc1Nc1ncnc2c1c(-c1ccccc1)cn2-c1ccc(OC)cc1`?
DRD3 agonist: -8; PTHR1 ag: 4%

Results for O=C(Cn1cc(C(=O)c2ccncc2)c(=O)c2cc(F)ccc21)Nc1ccc(Cl)cc1 ?
DRD3 agonist: -12; PTHR1 ag: inactive

Results for CCC(C(=O)Nc1ccc(C(C)=O)cc1)n1cnc2nc3c(cc2c1=O)CCCC3 (stereo unspecified) ?
DRD3 agonist: -9; PTHR1 ag: -14%

What do the screens show for `CCC(Oc1ccc(F)cc1)C(=O)Nc1nc(-c2ccc(F)cc2)ns1` (stereo unspecified)?
DRD3 agonist: -5; PTHR1 ag: -48%[inhibitor]

Results for CCOc1ccc(NC(=O)CSC2=Nc3ccccc3C3=NC(Cc4ccccc4)C(=O)N23)cc1 (stereo unspecified) ?
DRD3 agonist: -4; PTHR1 ag: inactive

Results for CCS(=O)(=O)N1CCCC(C(=O)NCCOC)C1 (stereo unspecified) ?
DRD3 agonist: 4; PTHR1 ag: -15%

How did COc1ccc(CNC(=O)C(C)Sc2nc(-c3ccccc3)cc(C(F)(F)F)n2)cc1 (stereo unspecified) do in these assays?
DRD3 agonist: -13; PTHR1 ag: inactive

How did COc1ccc(S(=O)(=O)N2CCC(C(=O)Nc3ccc(Oc4ccccc4)cc3)CC2)cc1OC do in these assays?
DRD3 agonist: 19; PTHR1 ag: -40%[inhibitor]

How did CCOc1ccc(OCC)c(NC(=O)c2nnn(Cc3cc(Br)ccc3OC)c2N)c1 do in these assays?
DRD3 agonist: -2; PTHR1 ag: -35%[inhibitor]

What do the screens show for `CC(C)CC(NS(=O)(=O)c1ccc2c(c1)oc(=O)n2C)C(=O)NCCc1ccc(Cl)cc1` (stereo unspecified)?
DRD3 agonist: -7; PTHR1 ag: -2%

Results for COc1ccc(-c2noc(-c3cccnc3N3CCN(c4ccc(OC)cc4)CC3)n2)cc1 ?
DRD3 agonist: 2; PTHR1 ag: -32%[inhibitor]

Results for COc1cc(Cl)c(C)cc1NC(=O)c1cc(S(=O)(=O)N2CCCC2)ccc1F ?
DRD3 agonist: 1; PTHR1 ag: inactive

Molecules from the list above containing an aryl thioether with sulfur outside any ring, in the order listed:
Results for Cc1ccc(-c2nc3c(c(SCC(=O)Nc4ccccc4Cl)n2)Cc2c(CO)cnc(C)c2O3)cc1 ?
DRD3 agonist: -6; PTHR1 ag: 16%

How did CC(=O)c1cccc(NC(=O)CSc2nc3c(c(=O)[nH]2)CCC3)c1 do in these assays?
DRD3 agonist: 2; PTHR1 ag: -8%

Results for Cc1ccc(-c2nnc(SCc3ccccc3)o2)cc1 ?
DRD3 agonist: -7; PTHR1 ag: -3%

Results for CCOc1ccc(-n2c(SC(C)C(=O)OC)nc3c([nH]c4ccccc43)c2=O)cc1 (stereo unspecified) ?
DRD3 agonist: -9; PTHR1 ag: inactive

How did O=C(CSc1cn(CCNC(=O)c2cccc(C(F)(F)F)c2)c2ccccc12)Nc1ccc2c(c1)OCCO2 do in these assays?
DRD3 agonist: 11; PTHR1 ag: -32%[inhibitor]

How did COc1ccc(NC(=O)Cn2c(SCc3ccc(F)cc3)nc3cccnc32)c(OC)c1 do in these assays?
DRD3 agonist: 18; PTHR1 ag: -46%[inhibitor]

What do the screens show for `Cc1ccccc1NC(=O)CSc1nc(-c2ccccc2C)nc2cc(=O)[nH]n12`?
DRD3 agonist: 0; PTHR1 ag: inactive

How did CCOc1ccc(NC(=O)CSc2oc(-c3ccco3)nc2S(=O)(=O)c2ccc(Cl)cc2)cc1 do in these assays?
DRD3 agonist: -11; PTHR1 ag: -15%

Results for CN1c2ccc(Cl)cc2-c2nc(SCC(=O)NCc3ccccc3)ncc2S1(=O)=O ?
DRD3 agonist: -14; PTHR1 ag: inactive

Results for NC(=O)CSc1oc(-c2cccs2)nc1S(=O)(=O)c1ccc(Br)cc1 ?
DRD3 agonist: -3; PTHR1 ag: -5%

Results for CCN(CC)CCOC(=O)c1ccc(NC(=O)CSc2cc(=O)n(CC)c3ccccc23)cc1 ?
DRD3 agonist: 3; PTHR1 ag: inactive

What do the screens show for `Cc1cccc(-n2c(CNC(=O)c3cccc(F)c3)nnc2SCC(=O)Nc2ccccc2F)c1`?
DRD3 agonist: -7; PTHR1 ag: -4%

How did COc1ccc(CNC(=O)C(C)Sc2nc(-c3ccccc3)cc(C(F)(F)F)n2)cc1 (stereo unspecified) do in these assays?
DRD3 agonist: -13; PTHR1 ag: inactive

Source: PubChem BioAssay (National Center for Advancing Translational Sciences (NCATS))

These rows are one share of the data; the hit share may differ from the screen's.
